Compound activity as filed in PubChem.
mABHD4 FP: ABHD4 (mouse) inhibition, primary FP screen. Q8VD66. purified mABHD4, FP-Rh probe fluorescence polarization. inhibition, % at 8.92 µM. actives 0.54% (n = 370,000);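 active = inhibition exceeding the mean over every tested compound plus 3 SD, cut at about 30% in these data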;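 note: 0% = plate median of compound wells and 100% = S159A mutant with DMSO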
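Test system: mABHD4 protein; Read-out basis: % inhibition; Incubation: 45 min + 60 min at 25 °C; Repeats: single replicate; Technique: fluorescence polarization with parallel and perpendicular emission, 525/598 nm; Compound: 8.92 µM, single dose; Benchmarks: full inhibition S159A mutant plus DMSO, zero as sample-well median.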
MBD2 inh: inhibitors of human MBD2 binding to methylated oligonucleotide; TR-FRET; AID 686964; inhibition, % at 4.4 µM; actives 0.31% (n = 370,000); Q9UBB5; in the data active = inhibition above about 13%
SIAE primary: inhibitors of human sialic acid acetylesterase SIAE; actives 0.69% (n = 370,000); AID 1053197; inhibition, % at 9.66 µM; SIAE FP-Rh probe binding, fluorescence polarization;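 active = inhibition above a cutoff: mean of compounds within the control limits plus 3 SD of those, cut at about 17% in these data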;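 note: 0% = plate median of compound wells and 100% = probe without SIAE protein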
UHRF1 binding: blocks human UHRF1 binding to methylated DNA; Q96T88; UHRF1 binding to methylated oligo, TR-FRET; inhibition, % at 4.4 µM; actives 0.75% (n = 370,000); AID 687016; in the data active = inhibition above about 21%;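 note: UHRF1 SRA domain binding a hemimethylated CpG hairpin DNA probe; 0% = median of test compound wells and 100% = reference inhibitor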
PRMT1 inh: inhibitors of human PRMT1; Q99873; recombinant PRMT1, activity-based probe fluorescence polarization; inhibition, % at 2.79 µM; actives 1.3% (n = 370,000); AID 652257;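 active = inhibition above about 21% made by adding two undisclosed values, limit read from the data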
TCR CD3 inh: human TCR-CD3 binding inhibition. TAMRA-labeled TCR probe fluorescence, biochemical. inhibition, % at 9.4 µM. actives 0.37% (n = 360,000). AID 651800; in the data active = inhibition above about 19%;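 note: recombinant mutant TCR 2C K166C tagged with TAMRA read by polarization; 0% = receptor in buffer alone and 100% = receptor with positive control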
GC-B act: GC-B (human) receptor activation; activation, % at 10 µM; HEK293-GC-B cells, CNP EC30, cGMP TR-FRET; 0% at EC30 CNP, 100% saturating CNP; P20594; AID 1920062; actives 0.11% (n = 370,000);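 active = activation at 10 µM reaching about 35% in either raw or pattern-adjusted values, limit read from the data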
HTRA1 inhibitor: blocks human HTRA1 serine peptidase; inhibition, % at 5.96 µM; actives 0.5% (n = 340,000); recombinant HTRA1, FP-rhodamine activity-based probe, fluorescence polarization; in the data active = inhibition above about 36%;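 note: 0% = enzyme with DMSO and 100% = wells lacking enzyme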
NPR1 activator: GC-A (human) enzyme activation; HEK293 GC-A cells, cGMP TR-FRET, EC30 ANP; 0% at EC30 ANP, 100% saturating ANP; activation, % at 10 µM; actives 0.14% (n = 370,000); AID 1671463; in the data active = activation above about 40%
Target sequence (P16066 whole entry, looked up): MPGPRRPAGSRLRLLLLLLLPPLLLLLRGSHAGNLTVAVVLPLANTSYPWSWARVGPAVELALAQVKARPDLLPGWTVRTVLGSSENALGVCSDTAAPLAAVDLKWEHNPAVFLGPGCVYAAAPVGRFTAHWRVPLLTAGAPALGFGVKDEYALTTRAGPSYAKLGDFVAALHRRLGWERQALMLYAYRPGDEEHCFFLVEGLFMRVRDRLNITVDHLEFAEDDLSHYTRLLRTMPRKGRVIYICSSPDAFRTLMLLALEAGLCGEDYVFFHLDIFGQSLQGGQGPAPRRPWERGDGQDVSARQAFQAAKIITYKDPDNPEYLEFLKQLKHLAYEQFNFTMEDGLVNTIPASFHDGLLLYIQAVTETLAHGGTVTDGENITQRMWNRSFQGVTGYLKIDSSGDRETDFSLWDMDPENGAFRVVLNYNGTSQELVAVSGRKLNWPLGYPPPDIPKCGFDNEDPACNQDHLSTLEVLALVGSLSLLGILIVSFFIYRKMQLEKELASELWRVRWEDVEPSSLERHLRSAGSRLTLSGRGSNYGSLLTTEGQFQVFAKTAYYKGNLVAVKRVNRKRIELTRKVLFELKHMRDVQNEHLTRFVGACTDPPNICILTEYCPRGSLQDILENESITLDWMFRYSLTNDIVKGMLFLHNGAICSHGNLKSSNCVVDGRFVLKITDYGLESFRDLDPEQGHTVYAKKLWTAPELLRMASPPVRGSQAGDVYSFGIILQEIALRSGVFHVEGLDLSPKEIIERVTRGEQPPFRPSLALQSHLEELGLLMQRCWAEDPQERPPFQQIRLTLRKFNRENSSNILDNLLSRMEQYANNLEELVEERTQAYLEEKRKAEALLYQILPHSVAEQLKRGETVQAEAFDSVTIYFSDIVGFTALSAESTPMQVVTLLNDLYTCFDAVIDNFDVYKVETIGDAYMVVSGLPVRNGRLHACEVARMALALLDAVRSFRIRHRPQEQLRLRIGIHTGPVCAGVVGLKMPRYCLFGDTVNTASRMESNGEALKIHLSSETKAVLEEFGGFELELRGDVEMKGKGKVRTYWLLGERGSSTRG
rCAG binder: r(CAG) repeat RNA binding | actives 1.3% (n = 370,000) | TO-PRO-1 dye displacement fluorescence | inhibition, % at 3 µM;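 active = inhibition above the plate cutoff, the mean of all test compounds on that plate plus 3 SD, cut at about 35% in these data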;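 note: 0% = DMSO alone and 100% = 100 µM mitoxantrone as full dye displacement; higher means more dye released from RNA so lower well fluorescence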
* hit, by the source's call; . = no result given. Some of the compounds tested (hit frequency here may not be typical).

SMILES	mABHD4 FP	MBD2 inh	SIAE primary	UHRF1 binding	PRMT1 inh	TCR CD3 inh	GC-B act	HTRA1 inhibitor	NPR1 activator	rCAG binder
CSc1ccc(CNC(=O)C2CCC(=O)N(CC3CCCCC3)C2)cc1 (stereo unspecified)	0	-1	-1	1	-1	-1	0	9	0	0
COc1ccc(N2CCN(C(=O)CN(c3cccc(OC)c3)S(=O)(=O)c3ccccc3)CC2)cc1	4	1	8	0	2	2	-3	2	3	-7
CCc1ccccc1N(C)S(=O)(=O)c1cc(-c2cc(C)no2)ccc1OC	-10	4	-11	-1	-3	3	5	-34	-3	1
COc1ccc(C(=O)Nc2ccc(S(=O)(=O)NCc3ccco3)cc2)cc1OC	1	10	-6	11	4	0	1	-12	-3	10
COc1ccc(/C=C(\NC(=O)c2ccc(Cl)cc2)C(=O)NCc2cccnc2)cc1OC	-3	-2	2	-2	-4	-1	0	5	-3	1
Cc1ccc(CC2(C)C(=O)Nc3c(Cl)ccc(Cl)c32)cc1 (stereo unspecified)	-4	4	3	1	-4	-3	-6	.	-6	-1
Cc1cc(C(=O)Nc2c(C)cccc2C)n(-c2ccccc2)n1	-1	-1	-3	0	-4	-4	1	4	2	1
CCC1(C)CC(=O)N(c2ccc(C(=O)O)c(O)c2)C1=O (stereo unspecified)	1	3	5	1	-1	-7	0	15	2	-1
COc1cc2c(cc1NC(=O)c1cc(-c3ccncc3)nc3ccccc13)oc1ccccc12	-14	-4	3	-3	-4	-6	-4	-14	0	6
OC(COc1ccc(F)cc1)CN1CCN(c2ccccc2F)CC1 (stereo unspecified)	0	1	4	1	-3	3	5	-4	5	-2
NC(=O)CSc1nnc(SCc2ccc(F)cc2)s1	8	5	1	-1	3	-9	-2	5	1	-2
COc1ccc(-c2nn(-c3ccccc3C)cc2CNC(C)c2cn(C)nc2C)cc1F (stereo unspecified)	3	4	4	1	-5	5	0	-5	0	-8
Cc1nnc(SCC(=O)c2ccccc2)n1Cc1ccccc1	7	1	8	-1	-1	8	3	1	0	-1
Cc1cc(C)n(-c2ccc(C(=O)OCC(=O)Nc3cc(S(C)(=O)=O)ccc3Cl)cc2)n1	5	6	1	-1	1	-2	3	2	2	2
O=C(C(Sc1ccccc1)c1ccccc1)N1CCOCC1 (stereo unspecified)	6	-2	-1	1	1	-5	-2	1	-1	-5
Cc1ccccc1OCC(=O)Nc1nnc(C2CCCC2)s1	7	2	2	0	1	2	2	2	2	-3
O=C1c2ccc(-c3ccc(Cl)c(C(F)(F)F)c3)cc2S(=O)(=O)c2cccc(C(=O)N3CCN(c4ccc(Cl)cn4)CC3)c21	4	0	1	-5	1	4	4	4	2	13
CCn1cc(C(=O)N2CCCC(C(=O)c3ccc4ccccc4c3)C2)cn1 (stereo unspecified)	4	6	-4	2	-1	-10	7	-2	0	-6
Cc1ccccc1NC(=O)COC(=O)c1cccnc1	3	0	2	2	0	-4	0	3	-1	-2
Cn1nnnc1SCC(=O)Nc1ccc(N2CCOCC2)cc1	3	7	0	1	1	9	-1	2	1	-2
Cc1cccc(NS(=O)(=O)c2cccc(C(=O)NCC3(N4CCOCC4)CCCCC3)c2)c1	0	4	-4	5	1	-2	-5	-22	-2	4
O=C(O)/C=C/C(=O)Nc1ccc2nccnc2c1	1	3	2	0	14	-3	-3	2	3	-3
CC1CC(C)CN(S(=O)(=O)c2ccc(C(=O)N(c3ccccn3)C3CCCCC3)cc2)C1 (stereo unspecified)	-3	2	-3	3	0	9	1	-2	1	-5
COc1ccc(CN(C)C(=O)CCc2ccc(S(=O)(=O)N3CCCCCC3)cc2)c(OC)c1	2	0	-3	-1	-2	3	16	-20	13	0
Cc1ccc(C)c(-c2nnc(NC(=O)CCS(=O)(=O)c3ccc(F)cc3)o2)c1	1	-8	12	-2	-3	6	-3	5	-2	0

(listing goes on)
SMILES	mABHD4 FP	MBD2 inh	SIAE primary	UHRF1 binding	PRMT1 inh	TCR CD3 inh	GC-B act	HTRA1 inhibitor	NPR1 activator	rCAG binder
CCNC(=S)Nn1cnc2ccccc21	1	0	0	1	-1	10	4	7	5	-1
COc1ccc(CCN2CC(C(=O)NCc3cc(C)on3)CCC2=O)cc1 (stereo unspecified)	3	3	2	1	4	3	-3	0	3	0
COc1ccc(-n2nc(C(=O)NCC(=O)N(C)Cc3ccccc3)c3ccccc3c2=O)cc1OC	-7	0	-3	3	1	-3	1	-11	-5	0
CC(C)CC(C(=O)OCC(=O)c1c(N)n(C)c(=O)n(C)c1=O)N1C(=O)C2CC=CCC2C1=O (stereo unspecified)	4	4	4	1	6	3	-1	0	11	-5
Cc1nc2cc(NC(=O)COc3ccccc3C#N)ccc2n1-c1ccccc1	-4	2	-4	1	2	-4	5	-9	3	3
CCN(C(=O)Cn1nnc(-c2ccccc2)n1)C1CCS(=O)(=O)C1 (stereo unspecified)	1	-5	3	3	6	-2	5	0	-1	-1
Cc1cccc(N2C(=O)CCC2=O)c1	3	0	1	6	-1	-4	2	-3	1	1
COC(=O)c1ccc(Oc2cc(C)nc(Cl)n2)cc1	-3	2	5	-3	-1	-3	7	3	8	0
CCCC(=O)OCC(=O)Nc1ccc(OC(F)F)cc1	1	-2	-4	1	-3	6	7	4	2	2
O=C(CNC(=O)c1ccccc1)OCc1nnc(-c2ccccc2)o1	2	-6	-4	0	0	-2	-6	-1	1	1
CC(=O)Oc1c(C)c(=O)n(C)c2ccccc12	-1	-7	0	1	-1	-6	6	1	6	-2
Cc1ccc(CNCc2ccc3c(c2)OCO3)cc1	2	0	11	-2	-2	9	0	11	-1	2
CC(=O)c1c(C)[nH]c(C(=O)OCC(=O)N(Cc2ccccc2)C(C)(C)C)c1C	-1	0	0	1	-1	4	3	-11	0	-8
CC(=O)N1N=C(c2ccccc2O)OC1(C)CC(=O)Nc1ccccc1 (stereo unspecified)	0	4	2	0	1	9	-5	0	-12	-7
COc1ccc(NC(=O)c2ccc(S(=O)(=O)N(C)c3ccccc3)cc2)cn1	-7	0	-7	4	3	-1	3	-1	2	5
CCN(C1CCCCC1)S(=O)(=O)c1cn(C)c(=O)n(C)c1=O	-2	4	0	-2	-3	6	-4	0	4	0
Cc1c(N2C(=O)C(C)SC23C(=O)Nc2ccccc23)c(=O)n(-c2ccccc2)n1C (stereo unspecified)	1	1	5	2	2	-3	-10	-5	-7	-3
Cc1ccc(S(=O)(=O)CCC(=O)OC(C)c2nnc(-c3cccs3)o2)cc1 (stereo unspecified)	-1	2	5	1	5	-1	-4	1	-3	-1
Cc1ccc(NC(=O)C(=O)NCc2ccco2)c(C)c1	3	6	9	-1	1	-4	-3	-1	1	-2
O=C(CNCc1ccccc1Cl)Nc1ccc2c(c1)OCCO2	6	1	10	-1	-1	3	0	9	-2	-6
Cn1nc(C(=O)Nc2ccc(S(=O)(=O)N3CCCCC3)cc2)ccc1=O	2	-4	4	2	-3	5	-3	-8	1	-3
Oc1ccc2[nH]cc(CCc3ccccc3)c2c1-c1ccccc1	33*	0	6	2	10	.	-1	.	12	7
CCOC(=O)c1c(C)n(C)c2cc(Br)c(C)cc12	-11	-9	-7	-1	-3	4	-10	-14	-13	7
COC(=O)c1cc(S(=O)(=O)NC2CCCCC2)cn1C	-2	0	1	1	1	2	4	5	1	-2
CCOc1ccc(C(=O)NCC(c2cccs2)N(C)C)cc1OCC (stereo unspecified)	0	-3	1	-2	-1	11	3	0	3	-7

Taken from above.
Result for CC(=O)Oc1c(C)c(=O)n(C)c2ccccc12 under PRMT1 inh: -1
Result for CC(=O)N1N=C(c2ccccc2O)OC1(C)CC(=O)Nc1ccccc1 (stereo unspecified) under TCR CD3 inh: 9

Structural class: the compounds so far with a thiophene ring, fused or not
SMILES	mABHD4 FP	MBD2 inh	SIAE primary	UHRF1 binding	PRMT1 inh	TCR CD3 inh	GC-B act	HTRA1 inhibitor	NPR1 activator	rCAG binder
Cc1ccc(S(=O)(=O)CCC(=O)OC(C)c2nnc(-c3cccs3)o2)cc1 (stereo unspecified)	-1	2	5	1	5	-1	-4	1	-3	-1
CCOc1ccc(C(=O)NCC(c2cccs2)N(C)C)cc1OCC (stereo unspecified)	0	-3	1	-2	-1	11	3	0	3	-7

The results go on:
SMILES	mABHD4 FP	MBD2 inh	SIAE primary	UHRF1 binding	PRMT1 inh	TCR CD3 inh	GC-B act	HTRA1 inhibitor	NPR1 activator	rCAG binder
Cc1nn(CC(=O)NCCCN2CCOCC2)c(C)c1[N+](=O)[O-]	9	-1	-7	0	-1	-5	2	-5	3	-2
O=C(NCc1ccc2c(c1)OCO2)c1ccc2c(c1)S(=O)(=O)c1ccccc1C2=O	4	-3	-1	-5	1	3	-7	-6	-1	14
COc1cccc(-c2nnc(SCc3nc4ccccc4s3)n2C)c1	3	1	4	-3	-4	4	-1	-11	-8	-3
CCc1cccc2c(C(=O)COC(=O)/C=C/c3ccccc3OC)c[nH]c12	-20	1	5	-3	1	1	0	-22	3	6
CCn1cc(/C=C(\NC(=O)c2ccccc2)C(=O)N2CCOCC2)c2ccccc21	0	3	1	-1	3	1	1	5	-5	-2
CC(=O)NC1=NN(C(C)=O)C(c2ccc(C)cc2)S1 (stereo unspecified)	-11	9	-1	2	4	-3	1	-1	-2	0
Cc1ccc(SC[C@H](C)CN2CC[C@H](C)CCC2=O)cc1	4	0	-1	2	2	-13	1	-9	0	-12

5 entries picked at random from those above:
SMILES	mABHD4 FP	MBD2 inh	SIAE primary	UHRF1 binding	PRMT1 inh	TCR CD3 inh	GC-B act	HTRA1 inhibitor	NPR1 activator	rCAG binder
Cc1nn(CC(=O)NCCCN2CCOCC2)c(C)c1[N+](=O)[O-]	9	-1	-7	0	-1	-5	2	-5	3	-2
CCn1cc(/C=C(\NC(=O)c2ccccc2)C(=O)N2CCOCC2)c2ccccc21	0	3	1	-1	3	1	1	5	-5	-2
O=C(NCc1ccc2c(c1)OCO2)c1ccc2c(c1)S(=O)(=O)c1ccccc1C2=O	4	-3	-1	-5	1	3	-7	-6	-1	14
CC(=O)NC1=NN(C(C)=O)C(c2ccc(C)cc2)S1 (stereo unspecified)	-11	9	-1	2	4	-3	1	-1	-2	0
COc1cccc(-c2nnc(SCc3nc4ccccc4s3)n2C)c1	3	1	4	-3	-4	4	-1	-11	-8	-3
